Bioassay records from PubChem.
DRD3 agonist = qHTS of D3 Dopamine Receptor Agonist: qHTS | D(3) dopamine receptor (Homo sapiens), P35462 | D3R DiscoveRx beta-arrestin cells, luminescence, 90 min | max activation, % | 410,000 compounds, 0.58% hits | AID 652048, 2013; in the data active = max activation above about 30%; note: 0% is about no effect; mostly tested at two doses, the higher about 12 µM
Target sequence (P35462 whole entry, looked up): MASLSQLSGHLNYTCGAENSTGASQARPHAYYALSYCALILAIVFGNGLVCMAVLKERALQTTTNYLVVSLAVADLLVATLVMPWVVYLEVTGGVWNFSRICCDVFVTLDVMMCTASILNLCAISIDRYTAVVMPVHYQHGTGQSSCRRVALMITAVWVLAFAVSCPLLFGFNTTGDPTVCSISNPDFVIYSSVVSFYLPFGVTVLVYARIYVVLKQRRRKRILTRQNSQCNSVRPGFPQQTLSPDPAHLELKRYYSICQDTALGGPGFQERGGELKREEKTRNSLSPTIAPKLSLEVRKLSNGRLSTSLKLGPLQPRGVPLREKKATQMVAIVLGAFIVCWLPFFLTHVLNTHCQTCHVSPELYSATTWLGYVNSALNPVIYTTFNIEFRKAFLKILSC
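Cells at 1500/well, incubated overnight, then treated with pinned compounds (dopamine as control) for 90 min at 37 degrees C. DiscoveRx reagent added for 30 - 60 minutes at room temperature; luminescence read.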
MmCpn inh = Inhibitors of TCP-1 ring complex (TRiC) of Methanococcus maripaludis (MmCpn): qHTS. Chaperonin Mm-Cpn (Methanococcus maripaludis). purified Mm-Cpn ATPase, ADP Transcreener TR-FRET. Potency, µM (doses to about 76.9 µM), for the others: at the top dose activity, negative = inhibition, usual class: inhibitors. 330,000 compounds, 0.031% hits; note: potency is the fitted concentration of half-maximal effect; % is set by controls: 0 for no effect and ±100 for the full control effect; nearly all actives have a fitted effect of over 80% in size
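ATPase read-out: TR-FRET ADP immunoassay (anti-ADP Eu cryptate vs ADP-d2), ex 320 nm, em 590/665 nm; signal drops as ADP forms. Enzyme 25 nM, ATP 10 uM, 30 min at 37°C after 10 min compound preincubation.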
CCT modulator = High-Throughput Screening for Modulators of Cytosolic Chaperonin Activity; purified chaperonin ATPase assay, HTRF ADP detection, 30 min; activity change, % (test concentration not listed), hits read low; 360,000 compounds, 0.3% hits; AID 651819, 2012; in the data active = activity change below about -30%; note: % is set by controls: 0 for no effect and ±100 for the full control effect
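Nucleotide hydrolysis assay: TRiC at 20–40 nM final (set by batch activity) with 10 uM ATP, 30 min at 37 °C, in presence of 76 uM compound. Detection by competitive ADP HTRF, 30 min ambient.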
Akt phos inh = HTS Assay for Inhibitors of Akt Phophorylation: Primary Screen; Neuro2A IGF-stimulated pAkt S473 HTRF, 20 min; active compounds read low; activity change, % for hits at 50 µM; 360,000 compounds, 0.32% hits; AID 651550, 2012; in the data active = activity change below about -80%; inconclusive = mostly about -51% to -80%; note: % is set by controls: 0 for no effect and ±100 for the full control effect
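Neuro2A cells (4,500/well, DMEM with 0.5% FBS) were treated with compound at a single 50 µM final concentration, stimulated with 6 nM IGF for 20 min at 37 °C, and lysed. Phospho-Akt Ser473 was read by HTRF as 665/615 ratio ×10^4.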
PTHR1 agonist = qHTS for PTHR1 Agonists: Primary Screen | Parathyroid hormone/parathyroid hormone-related peptide receptor (Homo sapiens), Q03431 | HEK293 GP2 PTHR1 cells, GloSensor cAMP luminescence, 1 h | Potency, µM (titrated, usually from 115 µM), for the others: at the top dose activation, usual class: activators | 410,000 compounds, 0.075% hits | AID 743266, 2014; note: potency is the fitted concentration of half-maximal effect; nearly all actives have a fitted effect of over 55% in size; some results filed as inactive show a strong effect at the top dose; inactives centre near -15; many of its hits are not listed in these tables
Target sequence (Q03431 whole entry, looked up): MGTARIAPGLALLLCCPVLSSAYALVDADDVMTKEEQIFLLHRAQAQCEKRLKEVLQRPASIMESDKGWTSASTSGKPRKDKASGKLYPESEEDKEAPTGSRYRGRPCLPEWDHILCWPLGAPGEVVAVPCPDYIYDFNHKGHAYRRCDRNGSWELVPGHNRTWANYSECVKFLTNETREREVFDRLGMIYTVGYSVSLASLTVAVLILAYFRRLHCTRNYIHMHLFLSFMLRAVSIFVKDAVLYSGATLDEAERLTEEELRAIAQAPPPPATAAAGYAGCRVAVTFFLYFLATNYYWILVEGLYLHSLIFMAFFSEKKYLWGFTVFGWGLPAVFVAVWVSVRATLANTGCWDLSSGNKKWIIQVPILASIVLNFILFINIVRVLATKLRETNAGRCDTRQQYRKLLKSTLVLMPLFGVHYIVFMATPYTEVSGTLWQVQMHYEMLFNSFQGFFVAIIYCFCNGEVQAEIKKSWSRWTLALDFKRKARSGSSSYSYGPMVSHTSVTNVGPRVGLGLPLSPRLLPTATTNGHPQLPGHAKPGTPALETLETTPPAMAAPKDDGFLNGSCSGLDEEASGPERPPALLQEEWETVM
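HEK-293-derived GP2 cells expressing PTHR1 and a GloSensor cAMP reporter, 3,000/well, plated overnight, given luciferin plus IBMX (each 0.5 mM as added) for 1 h at 37 °C, then compound for 1 h at 37 °C. Luminescence was read after 15 min at room temperature.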
EPAC2 ag = qHTS for Agonist of cAMP-regulated guanine nucleotide exchange factor 4 (EPAC2): primary screen; AID 720711, 2013; Rap guanine nucleotide exchange factor 4 (Homo sapiens), Q8WZA2; EPAC2 activation, biochemical qHTS; response scale: 100% = 6.5 mM cAMP response; 360,000 compounds, 0.079% hits; Potency, µM (top dose mostly 154 µM), for inactives: at the highest dose activation, actives largely listed as activators; note: potency is the fitted concentration of half-maximal effect; nearly all actives have a fitted effect of over 50% in size
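Exchange assay: 100 nM EPAC2 with 250 nM Rap1B-BODIPY-GDP and 50 uM GDP. Fluorescence (ex 480/em 540 nm) read every 5 min for 30 min at room temperature. Data normalized to 6.5 mM cAMP as agonist control.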
EPAC2 antagonist = qHTS for Antagonist of cAMP-regulated guanine nucleotide exchange factor 2 (EPAC2): primary screen; Rap guanine nucleotide exchange factor 4 (Homo sapiens), Q8WZA2; EPAC2 GEF exchange of Rap1B-BODIPY-GDP, fluorescence; Potency, µM (doses to about 114 µM), for inactives: at the top dose activity, negative = inhibition, usual class: inhibitors; 360,000 compounds, 0.18% hits; note: potency is the fitted concentration of half-maximal effect; % is set by controls: 0 for no effect and ±100 for the full control effect; nearly all actives have a fitted effect of over 45% in size; many of its hits are not listed in these tables
D3 antag = qHTS of D3 Dopamine Receptor Antagonist: qHTS. D(3) dopamine receptor (Homo sapiens), P35462. D3R cells, DiscoveRx beta-arrestin luminescence, antagonist mode; active compounds read low. max response, negative = inhibition, %. 360,000 compounds, 2.5% hits; in the data active = max response below about -50%; inconclusive = no clear call, values can overlap the other calls; note: % is set by controls: 0 for no effect and ±100 for the full control effect; mostly tested at two doses, the higher about 12 µM
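Cells plated overnight at 1500 cells/well, then exposed to library compounds with dopamine controls for 90 minutes at 37 degrees C. DiscoveRx reagent added for 30–60 minutes at room temperature; luminescence read, quantitative HTS format.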
The depositor's hits bear a star; i = inactive; ? = inconclusive; / = not tested or not shown; & = joins results of further samples; [ ] = dose if it differs, or a comment. Unless noted, calls come from the whole dose curve; as a rule, active = well fitted curve in the direction sought with a large enough effect; inconclusive = small, poorly fitted or top-dose-only effect, or another doubt; inactive = no such curve, though single readings can be large; an effect the other way counts as inactive or inconclusive. This is a subset; the hit share may differ from the screen's.

The opening four records (preview)
SMILES	DRD3 agonist	MmCpn inh	CCT modulator	Akt phos inh	PTHR1 agonist	EPAC2 ag	EPAC2 antagonist	D3 antag
COc1cc(CNCCNC(=O)c2nonc2N)ccc1OCc1ccc(Cl)nc1	-7	0%	-1.6	i	i	9%	3%	-4
O=C(Nc1ccnn1C1CCN(Cc2cccc(OCCO)c2)CC1)C1CC1	4	8%	1.6	i	i	-1%	11%	14
O=C(CN1C(=O)CSc2ncccc21)Nc1ccccc1F	10	-2%	0.5	i	i	8%	1%	0
O=C(O)CSCC(=O)N1CCN(S(=O)(=O)c2ccccc2)CC1	4	-1%	-0.9	i	-20%	16%	10%	10

Results (from the top)
SMILES	DRD3 agonist	MmCpn inh	CCT modulator	Akt phos inh	PTHR1 agonist	EPAC2 ag	EPAC2 antagonist	D3 antag
COc1cc(CNCCNC(=O)c2nonc2N)ccc1OCc1ccc(Cl)nc1	-7	0%	-1.6	i	i	9%	3%	-4
O=C(Nc1ccnn1C1CCN(Cc2cccc(OCCO)c2)CC1)C1CC1	4	8%	1.6	i	i	-1%	11%	14
O=C(CN1C(=O)CSc2ncccc21)Nc1ccccc1F	10	-2%	0.5	i	i	8%	1%	0
O=C(O)CSCC(=O)N1CCN(S(=O)(=O)c2ccccc2)CC1	4	-1%	-0.9	i	-20%	16%	10%	10
CCN(C(=O)COC(=O)CCNS(=O)(=O)c1ccccc1F)c1c(N)n(Cc2ccccc2)c(=O)[nH]c1=O	2	0%	0.1	i	23%	10%	-11%	6
CC(=O)c1cc(-c2ccccc2)n(CCC(=O)NC2CCCC2)c1C	1	1%	0.3	i	-8%	6%	4%	11
Cc1ccc(C(OC(=O)c2ccco2)C(=O)NC2CCCCC2)cc1 (stereo not drawn)	-8	0%	-3.1	i	i	-12%	-2%	14
CC1(C(=O)NS(=O)(=O)c2ccccc2Cl)CCN1C(=O)Cc1ccc(Cl)cc1Cl (stereo not drawn)	2	/	-0.8	i	-19%	3%	4%	-3
O=C(N/N=C/c1cccnc1)c1ccccc1	1	2%	-3.8	i	-22%	8%	1%	13
Cc1cccc(NC(=O)C23CCC(C)(/C(=N/O)C2)C3(C)C)c1 (stereo not drawn)	1	2%	-0.5	i	0%[57.5 µM]	-8%	7%	-25
CN(C)CCCn1c(NCc2ccc3c(c2)OCO3)nc2ccccc21	-27	-2%	-2.0	i	-14%	2%	13%	-2
COc1cc(OC)c2c(c1)S(=O)(=O)C(c1ccccc1)=C2N	-4	-4%	-2.0	i	12%	5%	-4%	-19
Cc1ccccc1N1CCN(CC(=O)Nc2nccs2)CC1	-3	0%	2.0	i	i	8%	2%	17
C/C(=N\N(C)C)C1=C(O)c2ccccc2C1=O	-2	-6%	-1.8	i	-3%	7%	4%	5
ON1C(c2ccccc2)CC2(O)c3nonc3CCC12 (stereo not drawn)	0	-4%	-3.7	i	0%	-2%	-8%	?
O=c1c(-c2ccc3c(c2)OCCO3)coc2cc(O)cc(O)c12	0	1%	-0.5	i	-17%[57.5 µM]	8%	-1%	-8
Cc1cccc(C)c1NC(=O)C1(C)CSCC(=O)N1C1CCN(Cc2ccccc2)CC1 (stereo not drawn)	5	/	/	i	-21%	3%	-17%	0
CC(=O)c1ccc(NC2c3ncccc3C(=O)N2Cc2ccc(F)cc2)cc1 (stereo not drawn)	0	-13%	-0.4	i	i	-1%	14%	-15
O=C(Cn1c(C(F)(F)F)nc2ccccc21)N1CCCC1	-1	0%	-0.4	i	-17%[57.5 µM]	-2%	3%	0
CCn1cc(CN2CCC(n3nccc3NC(=O)Cc3ccccc3)CC2)cn1	6	0%	-1.7	i	i	-3%	-3%	-8
COC(=O)c1scc(C)c1NC(=O)Cc1ccccc1	15	1%	-1.5	i	0%	-9%	6%	12
Cc1cccc(NC(=O)c2cc3c(=O)n4ccccc4nc3n(CC(C)C)c2=N)c1	1	-2%	-0.4	i	-6%	-2%	2%	5
CN(C)c1ccc(CN(C(=O)COc2ccc(F)cc2)C2CCS(=O)(=O)C2)cc1 (stereo not drawn)	6	0%	-0.2	i	i	6%	-6%	12
O=C1/C(=C/c2ccncc2)N=C2CCCCCN12	-12	0%	-1.6	i	i	14%	2%	-10
O=C1CCC(=O)N1N1C(=O)C2C3c4ccccc4C(c4ccccc43)C2C1=O (stereo not drawn)	-3	3%	2.4	i	i	7%	5%	3

Shown bar-delimited: part of the list above
Molecule | DRD3 agonist | MmCpn inh | CCT modulator | Akt phos inh | PTHR1 agonist | EPAC2 ag | EPAC2 antagonist | D3 antag
Cc1cccc(NC(=O)C23CCC(C)(/C(=N/O)C2)C3(C)C)c1 (stereo not drawn) | 1 | 2% | -0.5 | i | 0%[57.5 µM] | -8% | 7% | -25
COC(=O)c1scc(C)c1NC(=O)Cc1ccccc1 | 15 | 1% | -1.5 | i | 0% | -9% | 6% | 12
O=c1c(-c2ccc3c(c2)OCCO3)coc2cc(O)cc(O)c12 | 0 | 1% | -0.5 | i | -17%[57.5 µM] | 8% | -1% | -8

Continuation.
SMILES	DRD3 agonist	MmCpn inh	CCT modulator	Akt phos inh	PTHR1 agonist	EPAC2 ag	EPAC2 antagonist	D3 antag
CC(C)c1nnc(NC(=O)CCC(=O)N2CCN(c3ccc(Cl)cc3)CC2)s1	-3	-1%	-2.2	i	-1%	12%	-15%	0
Cc1[nH]c2ccccc2c1C(=O)CN1C(=O)C(=O)N(Cc2ccco2)C1=O	6	1%	1.7	i	i	3%	6%	-1
CS(=O)(=O)N(CCC#N)Cc1ccc(/C=C2\C(=O)Nc3ccccc32)o1	-2	-9%	3.2	i	i	-34%[inhibitor]	-5%	7
CC(C)c1onc(C(=O)N2CCCCC2C)c1[N+](=O)[O-] (stereo not drawn)	-4	-2%	-28	i	i	13%	13%	18
CCc1nc2ccc(C(=O)NCCCN3CCN(c4ccc(F)cc4)CC3)cc2nc1CC	-39	-1%	-1.6	i	i	-11%	-25%	?
O=C(Nc1nc2ccccc2n1CCN1CCOCC1)c1cn(-c2ccccc2)nc1-c1ccccc1	1	0%	0.2	i	-11%[57.5 µM]	18%	-1%	61
Cc1nn(-c2ccccc2)c(Cl)c1CN(C(=O)CCl)c1cccc2ccccc12	-1	-2%	-0.6	i	-27%	21%	?	-5
CCN(CC)C(=O)c1ccc(C(=O)c2c(C)cc(C)cc2C)cc1	0	1%	-0.6	/	-6%[57.5 µM]	0%[15.6 µM]	-11%	48
CC1CCCCC1NC(=O)CN1C(=O)c2cccc(N)c2C1=O (stereo not drawn)	-2	3%	-1.7	i	i	0%	13%	5
Cc1cc(=O)[nH]c(/N=C(\N)Nc2ccc(Oc3ccccc3)cc2)n1	18	0%	-1.4	i	-8%	-2%	-2%	11
O=C(CN1CCN(S(=O)(=O)c2ccc(Cl)cc2)CC1)Nc1ccc(F)cc1F	3	1%	0.6	i	-9%	9%	-1%	0
COc1ccc(OCC(=O)Nc2ccc3c(c2)nc(CCN2CCC(C)CC2)n3C)cc1	-5	0%	-9.0	i	i	-1%	2%	?
C=CCn1c(COc2ccccc2)nnc1SCC(=O)O	-1	-3%	0.8	i	i	1%	1%	32
CC(Sc1nc(N2CCOCC2)nc(N2CCOCC2)n1)C(=O)Nc1ccccc1 (stereo not drawn)	2	-2%	0.4	i	i	1%	0%	24
CN(C)CC(C)(C)CNS(=O)(=O)c1ccc(Cl)cc1	-5	-1%	1.3	i	i	0%	9%	13
Cc1nc(CN2CCOCC2)cc(=O)[nH]1	3	0%	0.0	i	i	0%	12%	9
OCCNCc1ccc(OCc2ccc(Cl)cc2Cl)cc1	-10	0%	-2.3	i	i	8%	2%	-23
CCCCN(CCCC)Cc1ccc(C(=O)NNC(=O)Nc2ccccc2)o1	1	3%	-2.4	i	i	1%	-1%	-8
Cn1cnc2c1c(=O)n(Cc1ccc(F)cc1Cl)c(=O)n2C	-1	-1%	-1.4	i	i	-10%	-5%	34
COCCNC(=O)C1CC(c2cccc([N+](=O)[O-])c2)=NO1 (stereo not drawn)	-16	0%	0.6	i	14%	4%	7%	-18
CN(c1ccccc1)C1CCCCC1NS(=O)(=O)c1ccc(Cl)cc1 (stereo not drawn)	6	-1%	-2.0	i	-20%	9%	-24%	7
CCCNC(=O)C(Cc1ccccc1)NS(=O)(=O)c1ccc2c(c1)c(=O)n(C)c(=O)n2C (stereo not drawn)	-6&1	2%	-2.4	i	-18%&17%	9%	24%	-27
O=C(COC(=O)Cc1c[nH]c2ccccc12)NCCc1ccccc1	1	-4%	-0.6	i	i	7%	-6%	4
CCOc1ccc(NC(=O)c2ccc(OC)cc2)cc1	-3	3%	1.7	i	-16%[57.5 µM]	1%	13%	-20
COc1ccc(Cn2c(=S)[nH]c3cc(C(=O)N4CCCCC4)ccc3c2=O)cc1	1	-2%	-1.8	i	i	3%	17%	7
CNC(=O)c1[nH]cnc1C(=O)N[C@@H](CC(C)C)C(=O)OC(C)(C)C	7	/	0.8	i	-51%[inhibitor]	-6%	7%	3
COC(=O)c1c(-c2ccc(S(C)(=O)=O)cc2)sc2cc(OC)ccc12	31*	35µM*	1.3	i	-27%	18%	-12%	67
N#Cc1ccc(NC(=O)c2cc(-c3cccs3)on2)cc1	5	0%	-11	i	i	7%	3%	50
